Bioassay records as filed in PubChem BioAssay.
Rv3671c protease = inhibits the M. tuberculosis serine protease Rv3671c | inhibition, % at 5.96 µM | AID 2606 | 0.048% of 320,000 active | P9WHR9; in the data active = inhibition above about 38%;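 also: extracellular domain of Rv3671c used as enzyme; 0% = enzyme with DMSO and 100% = no enzyme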
Target sequence (P9WHR9 whole entry, looked up, the tested form may be a part): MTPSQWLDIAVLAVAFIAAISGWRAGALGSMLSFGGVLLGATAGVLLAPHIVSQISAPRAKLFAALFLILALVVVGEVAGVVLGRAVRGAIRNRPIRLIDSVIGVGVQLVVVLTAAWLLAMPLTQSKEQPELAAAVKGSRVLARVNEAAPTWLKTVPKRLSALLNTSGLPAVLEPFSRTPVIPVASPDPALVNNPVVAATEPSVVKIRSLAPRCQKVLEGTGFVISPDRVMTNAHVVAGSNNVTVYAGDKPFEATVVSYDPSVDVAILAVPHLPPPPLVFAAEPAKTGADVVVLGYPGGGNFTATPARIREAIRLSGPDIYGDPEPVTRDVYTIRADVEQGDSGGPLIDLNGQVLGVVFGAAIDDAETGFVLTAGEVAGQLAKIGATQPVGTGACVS
FadD28 FP inh = blocks FadD28 binding to the bisubstrate probe; fluorescence polarization; inhibition, % at 12.5 µM; 0.22% of 360,000 active; AID 588549; in the data active = inhibition above about 8.5%, passing the limit was not always enough; inconclusive = no clear call, values can overlap the other calls
BioA inh = BioA (M. tuberculosis) enzyme inhibition; purified M. tuberculosis BioA enzyme, plate reader; inhibition, % at 9.99 µM; 0.096% of 360,000 active; AID 602481; in the data active = inhibition above about 40%; inconclusive = no clear call, values can overlap the other calls
Mtb UGM inh = Mtb UDP-galactopyranose mutase inhibition | P9WIQ1 | purified UGM, fluorescence polarization probe displacement | inhibition, % at 10 µM | 0.06% of 320,000 active | AID 504406; in the data active = inhibition above about 10%, passing the limit was not always enough; inconclusive = no clear call, values can overlap the other calls
Target sequence (P9WIQ1 whole entry, looked up): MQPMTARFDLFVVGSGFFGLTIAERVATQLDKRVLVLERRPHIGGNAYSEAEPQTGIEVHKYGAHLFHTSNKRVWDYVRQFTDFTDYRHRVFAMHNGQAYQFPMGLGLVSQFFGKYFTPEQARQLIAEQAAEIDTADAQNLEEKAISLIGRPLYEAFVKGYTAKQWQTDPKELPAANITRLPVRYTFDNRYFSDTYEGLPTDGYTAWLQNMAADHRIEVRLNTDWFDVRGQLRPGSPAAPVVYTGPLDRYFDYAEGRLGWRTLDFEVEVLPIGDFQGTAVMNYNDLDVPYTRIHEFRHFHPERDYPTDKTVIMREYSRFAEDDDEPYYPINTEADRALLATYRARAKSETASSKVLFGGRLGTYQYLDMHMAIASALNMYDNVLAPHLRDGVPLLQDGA
GDH-TPI inh = inhibits GDH-TPI coupling enzymes, artifact for Mtb FBA screen; GDH-TPI coupled enzyme counterscreen, NADH absorbance; inhibition, % at 4.8 µM; 1.2% of 360,000 active; AID 588335; in the data active = inhibition above about 30%;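 also: 0% = DMSO wells and 100% = wells lacking the enzyme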
PrPC surface inh = cell surface PrPC inhibition, primary TR-FRET screen. P04156. TR-FRET read-out. inhibition, % at 13.8 µM. 0.43% of 370,000 active; in the data active = inhibition above about 24%; also: 0% = median of the test wells and 100% = reference compound wells
BoNT-F LC inh = BoNT F light chain protease inhibition. inhibition, % at 10 µM. 0.22% of 360,000 active. Multiplex microsphere protease cleavage assay, flow cytometry; in the data active = inhibition above about 35%, passing the limit was not always enough; inconclusive = no clear call, values can overlap the other calls; also: plate controls were buffer without enzyme for full effect and enzyme alone for no effect
MazF activator = activators of E. coli MazEF toxin-antitoxin RNase; P0AE70; FAM/BHQ RNA-DNA oligo cleavage fluorescence, 5 h; activation, % at 20 µM; 0.32% of 350,000 active; in the data active = activation above about 50%
Target sequence (P0AE70 whole entry, looked up): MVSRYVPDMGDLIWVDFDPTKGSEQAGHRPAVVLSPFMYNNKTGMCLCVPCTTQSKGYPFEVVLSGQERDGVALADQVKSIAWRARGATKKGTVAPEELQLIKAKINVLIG
FBA Mtb inh = Mtb fructose-bisphosphate aldolase inhibition; P9WQA3; inhibition, % at 1 µM; purified M. tuberculosis FBA, fluorescence read-out; 2.3% of 360,000 active; in the data active = inhibition above about 27%;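 also: 0% = vehicle and 100% = reference inhibitor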
Active calls of the source: *; ? = inconclusive; nt = not tested or not shown; + = active, no number.

SMILES,Rv3671c protease,FadD28 FP inh,BioA inh,Mtb UGM inh,GDH-TPI inh,PrPC surface inh,BoNT-F LC inh,MazF activator,FBA Mtb inh
Cc1ccc(S(=O)(=O)NCCc2cccs2)cc1,-1,-4.7,1.5,-1.9,-9,10,?,-3,1
Cc1ccccc1N1C(=O)C2C3C=CC(CC3)C2C1=O (stereo unspecified),9,0.2,-3.3,-0.4,13,2,-10,1,0
Cc1cc(C)nc(/N=C2\NC(=O)CC(C(=O)O)N2c2ccc(C)c(C)c2)n1 (stereo unspecified),6,-0.6,13,-0.6,-1,-9,-4,6,0
COc1cc(S(=O)(=O)Nc2ccc3nc(C)sc3c2)ccc1NC(C)=O,-8,-2.4,0.4,2.1,8,6,2,-5,-2
CC(C)Cc1ccc(C(C)C(=O)N2CCOCC2)cc1 (stereo unspecified),7,0.9,0.6,3.4,1,0,3,-7,-1
O=C(Nc1cccc(F)c1)C1CC(=O)N(c2ccc(Cl)cc2)C1 (stereo unspecified),4,-1.3,nt,2.0,1,6,1,9,0
CC(=O)c1ccc(OC(=O)Oc2ccc(C(C)=O)cc2)cc1,nt,-0.6,nt,nt,32*,-6,24,5,1
CCc1noc(C)c1C(=O)Nc1cc(S(=O)(=O)N2CCOCC2)ccc1OCC(F)(F)F,-5,-0.7,0.0,4.3,8,-4,0,-4,4
CCn1cc(C(=O)NCC(=O)NC(C)(C)CO)c(=O)c2cc3c(cc21)OCO3,nt,-1.6,-1.2,-1.1,2,2,20,0,0
CNc1oc(-c2cccc3ccccc23)nc1C#N,-9,2.9,-2.6,-1.7,13,-5,0,-6,+
O=C1CC(N2CCN(c3ccc(F)cc3)CC2)C(=O)N1c1ccccc1 (stereo unspecified),4,0.0,-1.0,0.1,-3,0,-4,7,0
O=C(Cc1cc(=O)[nH]c(=O)[nH]1)NCc1ccc(Cl)cc1,2,-2.2,0.3,3.1,-5,6,5,12,0
CS/C(=N/S(=O)(=O)c1ccc(C)cc1)c1ccccc1,-1,-2.1,nt,-1.0,5,-1,8,-17,1
COc1ccc(-n2nc(C(=O)NCc3cc(OC)ccc3OC)c3c4ccccc4n(C)c3c2=O)cc1,4,0.1,nt,-0.3,3,-2,-4,-31,0
CC(=O)c1c(C)[nH]c(C(=O)COC(=O)CCOc2ccc(C)cc2)c1C,-3,-3.1,1.7,3.2,14,-4,-4,-1,-2
Cc1nc2sccn2c(=O)c1Cl,5,-2.8,0.5,2.2,12,-4,-7,0,-1
COc1ccc(-c2c(C#N)c(N)nc3c2CCCC3)cc1OC,3,-1.4,-6.7,1.5,19,-2,1,0,4
CC(C(=O)OCC(=O)Nc1ccc(S(N)(=O)=O)cc1)N1C(=O)c2ccccc2C1=O (stereo unspecified),-3,-1.2,0.9,-0.5,0,-1,-6,12,1
Cn1c(/C=N/O)nc2ccccc21,-7,-0.8,nt,-4.3,4,5,0,11,52*
O=C(NCc1ccc(Cl)cc1)C(=O)NCC(c1ccco1)N1CCOCC1 (stereo unspecified),-5,-1.6,0.7,-2.2,11,-5,-4,-2,4
CC(C)c1ccc(NC2CCCN(C(=O)c3ccoc3)C2)cc1 (stereo unspecified),0,1.0,0.3,2.6,-5,16,6,-3,0
CCCC(c1nnnn1CC1CCCO1)N1CCN(c2cc(Cl)ccc2C)CC1 (stereo unspecified),3,-4.8,-0.9,0.2,4,1,0,-1,-1
Cc1ccnc(NC(=O)c2ccc(S(=O)(=O)c3ccccc3)cc2)c1,-14,-5.1,nt,1.7,4,4,1,8,-3
O=C(OCCOCn1cc(Br)c(=O)[nH]c1=O)c1ccccc1,0,-1.1,6.7,1.7,7,-6,nt,-14,-1
COc1ccccc1N(C(=O)c1csnn1)C(C(=O)NC1CCCC1)c1ccccc1 (stereo unspecified),7,0.0,-7.6,-1.9,-7,9,-1,11,0
O=C(Cn1nc(Cc2ccncc2)c2ccccc2c1=O)N1CCN(C(=O)c2ccco2)CC1,-10,-1.7,-1.4,0.7,7,3,-4,8,3
Cc1c(C)c2ccc(OCC(=O)N[C@@H](Cc3c[nH]c4ccccc34)C(=O)O)cc2oc1=O,-4,0.5,0.6,1.2,27,-7,-13,0,10
CCNC(=O)C1(C)CCCN(C(=O)c2ccnc(Cl)c2)C1 (stereo unspecified),nt,-3.1,-0.2,nt,-5,-1,0,nt,-4
Cc1ccc(Nc2ncccc2C(N)=O)cc1,-4,0.8,nt,0.1,10,-3,-4,2,2
CCSc1nnc(NC(=O)c2c(C)noc2C)s1,-13,-0.7,-1.7,7.4,9,-1,-8,4,0

Following part
SMILES,Rv3671c protease,FadD28 FP inh,BioA inh,Mtb UGM inh,GDH-TPI inh,PrPC surface inh,BoNT-F LC inh,MazF activator,FBA Mtb inh
CCc1ccc(NC(=O)c2ccc(NC3=NC4CS(=O)(=O)CC4S3)cc2)cc1 (stereo unspecified),-7,-1.3,0.2,-0.5,-4,9,9,12,-1
COc1ccc(C(=O)Nc2cccc3c2C(=O)NC3=O)cc1S(=O)(=O)N1CCOCC1,-1,-3.0,-1.5,-1.3,-4,-3,30,-1,2
Cc1ccc(NC(=O)CSc2ccc(-c3cccnc3)nn2)cc1Cl,2,-4.3,0.9,-0.6,-12,2,1,-5,1
O=C(O)CCN1C(=O)NC2(CCCC2)C1=O,-14,-2.8,-3.0,6.6,3,2,0,-2,-4
CC(C)N1CC(C(=O)Nc2ccccc2)CC1=O (stereo unspecified),4,-1.3,-1.0,0.5,-1,-1,8,-4,0
CCOCC(=O)NCc1ccc2c(c1)OCO2,7,-0.7,-1.2,1.6,6,3,4,-18,-2
Cc1cc(C)c(S(=O)(=O)N2CCc3ccccc32)c(C)c1,-3,-3.5,-0.8,-0.6,6,3,11,-12,3
CCCN1CCN(C(=O)C(NC(=O)c2ccco2)C(C)C)CC1 (stereo unspecified),3,-1.1,-0.7,-3.6,6,3,-5,8,1
Cc1cc(NC(=O)CSc2nnc(C)c(=O)n2N)no1,0,-0.5,-0.5,-1.0,-3,5,-3,5,4
NS(=O)(=O)c1ccc(CCNC(=S)NC(=O)c2ccccc2Br)cc1,-8,0.5,-2.6,-1.3,0,-5,-7,1,-2
CCN(CC)c1ccc(NC(=O)c2ccccc2F)cc1S(=O)(=O)Nc1ccccc1OC,-16,-2.1,-0.3,-1.6,8,-10,2,1,1
Cc1occc1C(=O)Nc1cccc([N+](=O)[O-])c1C,-2,-0.2,nt,-1.1,12,1,-6,4,4
O=C(NC1CCCCC1)N1CCCCCC1,-1,-1.6,-0.6,-1.4,7,0,2,-10,3
O=C(CSc1ccccc1)NCc1ccccn1,4,-1.9,-0.2,-0.2,-6,6,5,4,0
Cc1cccc(-n2c(C)cc(/C=C3\C(=N)N4N=C(CC(C)C)SC4=NC3=O)c2C)c1,-2,-0.2,-1.0,0.3,6,-4,-5,0,-5
C/C(=N/NC(=O)CSc1nc2ccccc2s1)c1ccncc1,-1,-2.2,nt,0.1,10,-12,?,2,3
CCc1ccc(-n2c(SCC(=O)Nc3cccc(S(=O)(=O)NC4=NCCCCC4)c3)nc3ccccc3c2=O)cc1,-62,-3.0,nt,-0.1,6,4,-1,-5,1
O=C(O)CCN1C(=O)/C(=C\c2cccc(OCC(=O)Nc3ccc(Cl)cc3)c2)SC1=S,-23,-1.6,-1.1,-1.5,8,0,-2,-25,-13
CC(=C\c1ccccc1)/C=C1/SC(=S)N(CCCC(=O)O)C1=O,nt,nt,0.9,5.6,5,10,2,-3,2
CC(=O)Nc1ncc(Cc2cccc(Cl)c2)s1,-10,-2.5,nt,-1.8,-7,8,-2,-1,-5
CCc1ccc(-c2csc(-c3c[nH]c4ccccc34)n2)cc1,-7,-4.8,-1.3,0.6,14,3,-3,-7,-7
O=C1c2ccccc2C(=O)N1c1ccc(Cc2ccncc2)cc1,-3,0.2,-5.3,-2.0,7,3,?,6,5
CCN1CCN(c2nc3ccccc3nc2C(C#N)C(=O)OC2CCCCC2)CC1 (stereo unspecified),nt,-3.4,0.4,nt,6,-19,nt,10,-3
CCCN(CC1CC1)CC(O)c1ccccc1 (stereo unspecified),-1,-2.3,-5.5,-0.9,3,-8,10,4,0
Cn1cnc([N+](=O)[O-])c1Sc1nc(N)nc2c1ncn2Cc1ccccc1,nt,0.9,-2.0,nt,14,-3,3,9,-1
O=C1/C(=C/c2cccnc2)Oc2cc(OS(=O)(=O)c3ccccc3)ccc21,0,0.9,-3.5,0.1,46*,nt,-1,-2,4
Cc1cc(C(=O)Nc2c(C)n(C)n(-c3ccccc3)c2=O)c(C)o1,-2,-0.4,nt,-2.8,-4,-2,4,3,4
CC(O)c1nc2cc([N+](=O)[O-])ccc2n1Cc1ccccc1 (stereo unspecified),0,1.1,-1.9,-2.6,12,-18,-6,5,0
Cc1cccc(Cn2cnc3ccccc32)c1,1,-3.1,1.7,-1.6,5,7,2,-4,1
CC(=O)c1ccc(-c2cccc(-c3nc4ccccn4c3NC3CCCCC3)c2)cc1,8,-3.2,-0.9,2.8,12,12,-1,-6,6

Reformatted as labelled records: two of the compounds above.
Molecule: CC(O)c1nc2cc([N+](=O)[O-])ccc2n1Cc1ccccc1 (stereo unspecified)
  Rv3671c protease: 0; FadD28 FP inh: 1.1; BioA inh: -1.9; Mtb UGM inh: -2.6; GDH-TPI inh: 12; PrPC surface inh: -18; BoNT-F LC inh: -6; MazF activator: 5; FBA Mtb inh: 0

Molecule: Cc1cccc(Cn2cnc3ccccc32)c1
  Rv3671c protease: 1; FadD28 FP inh: -3.1; BioA inh: 1.7; Mtb UGM inh: -1.6; GDH-TPI inh: 5; PrPC surface inh: 7; BoNT-F LC inh: 2; MazF activator: -4; FBA Mtb inh: 1

One compound at a time (already shown). Order of screens: Rv3671c protease | FadD28 FP inh | BioA inh | Mtb UGM inh | GDH-TPI inh | PrPC surface inh | BoNT-F LC inh | MazF activator | FBA Mtb inh
Entry for `CCc1ccc(-n2c(SCC(=O)Nc3cccc(S(=O)(=O)NC4=NCCCCC4)c3)nc3ccccc3c2=O)cc1` = -62 | -3.0 | nt | -0.1 | 6 | 4 | -1 | -5 | 1
Entry for `CCc1ccc(-c2csc(-c3c[nH]c4ccccc34)n2)cc1` = -7 | -4.8 | -1.3 | 0.6 | 14 | 3 | -3 | -7 | -7

Additional structures.
SMILES,Rv3671c protease,FadD28 FP inh,BioA inh,Mtb UGM inh,GDH-TPI inh,PrPC surface inh,BoNT-F LC inh,MazF activator,FBA Mtb inh
CC(C)(C)c1ccc(OCC(=O)N2CCCCCC2)c(Br)c1,0,-1.9,nt,-1.1,1,-4,-3,3,2
CCC1CCCCN1C(=O)Cn1c(=O)n(CCC(=O)NCc2ccco2)c(=O)c2sccc21 (stereo unspecified),3,-2.5,0.3,-2.5,-7,-2,-4,6,0
O=C(N/N=C/c1ccccn1)c1ccc(N/N=C/c2ccccn2)cc1,25,-1.2,nt,2.7,3,-1,-4,1,1
Cc1cc(NC(=O)CSCC(=O)OCc2nnc(-c3ccc(F)cc3)o2)no1,-5,nt,0.8,0.2,5,2,3,2,0
CCCC(C(=O)NCC1CCCO1)N(C(=O)CNS(=O)(=O)c1ccccc1)c1ccc(F)cc1 (stereo unspecified),-9,nt,-1.0,1.1,-2,-3,2,0,0
Cc1ccc(-c2cc(C(=O)Nc3cc(C)on3)c3ccccc3n2)c(C)c1,-13,-3.1,1.2,-1.3,0,12,-2,-10,2
COCc1cc(C)n(CC(=O)N/N=C/c2ccc(-c3ccc(Cl)c(C(=O)O)c3)o2)c(=O)c1C#N,-2,-1.5,1.8,-2.5,69*,-10,-9,-6,5
COc1ccc(-c2cc3nc(NCCNC(C)=O)n(C)c(=O)c3s2)c(C)c1,nt,-5.5,-2.2,nt,4,14,-3,nt,-2
CCc1ccc(OCC(=O)NC(=S)Nc2ccc(Br)c(C)n2)cc1,-11,1.0,nt,-1.2,5,-1,-1,-1,1
C/C(=C\C(=O)c1ccc(Br)cc1)NNC(=O)c1ccccc1,9,-3.8,nt,-1.0,9,4,-6,-20,-4
CCOC(=O)N1CCN(C(=O)c2ccc3c(=O)n(CCOC)c(=O)[nH]c3c2)CC1,-6,1.4,-0.3,2.3,16,-3,25,9,5
COc1cccc(/C=C2\N=C(c3c(-c4ccccc4)noc3C)OC2=O)c1,9,3.3,-0.3,1.5,7,0,2,1,1
O=C(C1=NN[C@@H]2C(=O)N(c3ccccc3C(F)(F)F)C(=O)[C@H]12)c1cnccn1,2,-3.8,nt,0.3,26,-1,4,-8,-2
